# APEX1 inh: inhibitors of human APE1 endonuclease; Potency, µM (top dose mostly 65.8 µM), without a hit: at the highest dose activity change, negative = inhibition, most hits filed as inhibitors; AID 2517; 350,000 compounds, 0.35% hits; recombinant APE1, TAMRA/BHQ-2 abasic DNA cleavage fluorescence;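 further: plate controls were vehicle for no effect and reference inhibitor for full effect; nearly all actives have a fitted effect of over 55% in size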
#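 Activity was derived from the fluorescence gain between first and third kinetic reads (60 s intervals, ex 525/em 598 nm) after 50 nM THF-abasic TAMRA/BHQ-2 duplex was added to 0.75 nM APE1 preincubated 15 min with compound.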
# POLK inh: inhibitors of human DNA polymerase kappa; Potency, µM (series often up to 107 µM), for the others: at the top dose activity, negative = inhibition, usual class: inhibitors; AID 588579; Q9UBT6; purified Pol kappa, fluorescent DNA synthesis assay, 10 min; 400,000 compounds, 0.53% hits; further: on the % scale 0 is the no-effect control and ±100 the full control effect
#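 Kinetic fluorescence screen: compound preincubated 15 min RT with 10 nM enzyme; 50 nM substrate (final) initiates; reads at 0/10 min.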
# POLI inh: inhibitors of human DNA polymerase iota; Q9UNA4; Pol iota fluorescent replication assay, 10 min; Potency, µM (doses to about 115 µM), for inactives: at the top dose activity, negative = inhibition, hits mostly inhibitors; 390,000 compounds, 1% hits
#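 Fluorescent replication assay read twice, at 0 min and 10 min after adding 50 nM (final) substrate. Enzyme (10 nM) and compounds were first incubated 15 min at room temperature; enzyme-free buffer wells were negative controls.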
# Pol eta inh: inhibitors of human DNA polymerase eta. Q9Y253. recombinant Pol eta, fluorescent DNA replication assay. Potency, µM (doses to about 114 µM), for the others: at the highest dose activity change, negative = inhibition, most hits filed as inhibitors. 390,000 compounds, 1.2% hits. AID 588591; further: on the % scale 0 is the no-effect control and ±100 the full control effect
#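 Fluorescent replication assay: 50 nM final substrate added after a 15 min room-temperature compound preincubation with 10 nM enzyme. Signal taken at 0 min and again at 10 min.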
# BLM inh: Bloom syndrome helicase (human) inhibition. P54132. recombinant BLM DNA unwinding, fluorescence dequenching. Potency, µM (top dose mostly 56.1 µM), for inactives: at the highest dose activity change, negative = inhibition, hits mostly inhibitors. 350,000 compounds, 0.2% hits. AID 2528;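 further: plate controls were vehicle for no effect and no enzyme for full effect; nearly all actives have a fitted effect of over 35% in size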
# Pol beta inh: blocks human DNA polymerase beta activity; P06746; Pol beta primer extension/strand displacement, fluorescence kinetic; 340,000 compounds, 1.3% hits; Potency, µM (doses to about 114 µM), inactives show at the highest dose activity change, negative = inhibition, most hits filed as inhibitors; further: on the % scale 0 is the no-effect control and ±100 the full control effect
#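 Pol beta (10 nM) was preincubated with compound for 15 min at room temperature. The reaction was then started with 50 nM substrate and read immediately and after a further 10 min at room temperature.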
# BAZ2B block: inhibitors of human BAZ2B bromodomain. Q9UIF8. AlphaScreen BAZ2B-H3K14Ac peptide displacement. Potency, µM (titrated, usually from 114 µM), without a hit: top-dose activity change, negative = inhibition, hits mostly inhibitors. 360,000 compounds, 4.4% hits. AID 504333; further: on the % scale 0 is the no-effect control and ±100 the full control effect; nearly all actives have a fitted effect of over 60% in size
#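 AlphaScreen displacement of biotin-H3(5-23)K14Ac peptide (50 nM final) from BAZ2B (50 nM final) in PBS pH 7.4, 0.01% Tween-20; complex preformed 30 min RT, then compounds (top 110 uM) 30 min RT, beads 20 min dark.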
# JMJD2A Tudor inh: JMJD2A Tudor domain (human) inhibition | 390,000 compounds, 4.4% hits | AlphaScreen JMJD2A-Tudor / H3K4me3 peptide binding | O75164 | Potency, µM (titrated, usually from 114 µM), for the others: at the top dose activity change, negative = inhibition, usual class: inhibitors; further: on the % scale 0 is the no-effect control and ±100 the full control effect; nearly all actives have a fitted effect of over 50% in size
# G9a inh: G9a (human) methyltransferase inhibition; G9a H3K9 monomethylation, AlphaScreen, 2 h; Q96KQ7; AID 504332; 350,000 compounds, 8.8% hits; Potency, µM (series often up to 102 µM), without a hit: at the top dose activity, negative = inhibition, usual class: inhibitors; further: on the % scale 0 is the no-effect control and ±100 the full control effect; nearly all actives have a fitted effect of over 75% in size
#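 Signal arises when biotinylated H3K9 peptide, once monomethylated, bridges streptavidin donor and antibody-captured acceptor beads. Enzyme at 20 nM was preincubated 15 min with test compounds; peptide 500 nM and SAM 20 uM then reacted for 2 h.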
# * marks the source's active call; other numbers are inactive results; ? = inconclusive; / = no result given; [ ] = remark or other dose. The call rests on the fitted dose curve; in most records, active means well fitted curve in the direction sought with a large enough effect; inconclusive means small, poorly fitted or top-dose-only effect, or another doubt; inactive means no such curve, though single readings can be large; an effect the other way counts as inactive or inconclusive. Potency means the concentration at half of the fitted maximal effect. Only part of the results is shown. The share of hits here may be higher or lower than overall.
SMILES,APEX1 inh,POLK inh,POLI inh,Pol eta inh,BLM inh,Pol beta inh,BAZ2B block,JMJD2A Tudor inh,G9a inh
Cc1nn(C(C)C(=O)NCc2ccco2)c(C)c1[N+](=O)[O-] (stereo not given),2%,0%,27%,-20%,-1%,26%,-19%,-2%,-2%
CN(Cc1ccn[nH]1)C(=O)C1CCC(=O)N(Cc2cccc(C(F)(F)F)c2)C1 (stereo not given),53%[activator],4%,-12%,-12%,-1%,2%,-2%,4%,41%[activator]
O=C(CN1CCN(CCN2C(=O)c3cccc4cccc(c34)C2=O)CC1)c1ccc(F)cc1,?,-12%,-8%,-16%,109%[activator],6%,-6%,-26%,1.6µM*
CSCCC(N)C(=O)O (stereo not given),-10%,2%[60.1 µM],/,/,5%,/,/,/,19%[59 µM]
COc1cccc(N(CC(=O)Nc2cccc(N(C)S(C)(=O)=O)c2)S(C)(=O)=O)c1,11%,-4%,19%,-11%,-1%,9%,11%,4%,11%[59 µM]
Cc1cc(NC(=O)C(C)SCC(=O)N(C)Cc2ccccc2F)no1 (stereo not given),-1%,9%,55%[activator],-7%,/,/,-6%,-1%,1%[12.7 µM]
CC(C)(C)c1ccc(OCCCC(=O)NC2=NCCS2)cc1,14%,-16%,14%,-2%,-7%,-12%,13%,-14%[11.4 µM],?
c1ccc(C2CC3CC(c4ccccc4)N2O3)cc1 (stereo not given),/,-9%,6%,-8%,/,/,/,25%,/
CC(Sc1ccc2c(c1)OCCO2)C(=O)Nc1ncc(Cl)cc1Cl (stereo not given),21%,4%,-10%,-13%,-3%,10%,?,6%,15%[0.0925 µM]
COc1ccc2cc3cc(C(=O)N4CCN(c5ccc(C(C)=O)cc5)CC4)sc3nc2c1Cl,/,-4%[60.1 µM],14%,0%,3%,-5%,2%,-28%,-1%[59 µM]
O=C(Nn1c(C2CCCCC2)nc2ccccc2c1=O)c1ccc([N+](=O)[O-])cc1,14%,-3%,14%,-4%,2%,36%,-32%,-23%,1%[59 µM]
COc1cccc(NC(=O)CN(C)C(=O)c2ccc(NS(=O)(=O)c3ccc(F)cc3)cc2)c1,-6%,-8%,19%,-22%,/,/,-4%,-16%,8%[59 µM]
O=C(Cc1ccc(NC(=O)C2CCCN(C(=O)C3CC3)C2)cc1)Nc1ccc(C(=O)N2CCOCC2)cc1 (stereo not given),/,9%,39%[activator],-18%,/,/,/,-6%,/
CCn1cc(C(=O)OCC(=O)N2C(C)CCCC2C)c(=O)c2ccc(C)nc21 (stereo not given),4%,-12%,27%,2%,3%,6%,-23%,?,9%
Cc1c(N(CC(=O)O)S(=O)(=O)c2ccccc2)c(=O)n(-c2ccccc2)n1C,12%,-4%,91%[activator],-3%,0%,-5%,-16%,-9%,/
CN1CCN(c2ccc(CNS(=O)(=O)c3ccsc3)cc2)CC1,14%,-6%,11%,-2%,3%,19%,1%,-7%,/
CSc1ccc(CN(C)CC(=O)Nc2cccc(Br)c2)cc1,7%,-23%,7%,-9%,-13%,-13%,-3%,6%,31%[59 µM]
COc1ccc(NC(=O)CN(C)C(=O)c2ccc(C)c(S(=O)(=O)N3CCCCC3)c2)cc1,/,13%,17%,-11%,/,/,/,-5%,/
CC1CCCC(C)N1/N=C/c1ccccc1C(=O)O (stereo not given),26%,-15%,2%,0%,-1%,12%,-1%,-12%,-37%
O=C(Nc1cccc(-c2ccc3nncn3n2)c1)c1ccco1,1%,-9%,-18%,-15%,-8%,-28%,-24%,3%,-30%
COc1ccc(S(=O)(=O)N2CCC(C(=O)NCCC(=O)Nc3cccc(OC)c3)CC2)cc1,15%,-17%,8%,-5%,-3%,0%,-6%,-15%,-3%
CCN1C[C@@H]2[C@@H]3C(=O)N(Cc4ccccc4)C(=O)[C@@H]3[C@](CC)(C1=O)N2C(=O)c1ccc(Cl)c(Cl)c1,/,5%,20%,-7%,/,/,/,-7%,/
CCOc1ccccc1C1C(C#N)=C(N)Nc2onc(-c3ccccc3)c21 (stereo not given),0%,-14%,-5%,-11%,-1%,1%,-6%,-15%,-6%
Cc1ccc(OCCNC(=O)C2CCCCC2)cc1,2%,-5%,55%[activator],-24%,-3%,6%,1%,17%,-1%
O=C1COc2ccc(S(=O)(=O)NCc3ccc(Cl)cc3)cc2N1,-5%,3%,-12%,-7%,1%,30%,-5%,-3%,/

# In the list so far, 2 contain a nitro group on carbon.
SMILES,APEX1 inh,POLK inh,POLI inh,Pol eta inh,BLM inh,Pol beta inh,BAZ2B block,JMJD2A Tudor inh,G9a inh
Cc1nn(C(C)C(=O)NCc2ccco2)c(C)c1[N+](=O)[O-] (stereo not given),2%,0%,27%,-20%,-1%,26%,-19%,-2%,-2%
O=C(Nn1c(C2CCCCC2)nc2ccccc2c1=O)c1ccc([N+](=O)[O-])cc1,14%,-3%,14%,-4%,2%,36%,-32%,-23%,1%[59 µM]

# Arranged by count of non-hydrogen atoms (smallest number first): three of the compounds above
SMILES,APEX1 inh,POLK inh,POLI inh,Pol eta inh,BLM inh,Pol beta inh,BAZ2B block,JMJD2A Tudor inh,G9a inh
Cc1ccc(OCCNC(=O)C2CCCCC2)cc1,2%,-5%,55%[activator],-24%,-3%,6%,1%,17%,-1%
CSc1ccc(CN(C)CC(=O)Nc2cccc(Br)c2)cc1,7%,-23%,7%,-9%,-13%,-13%,-3%,6%,31%[59 µM]
COc1ccc2cc3cc(C(=O)N4CCN(c5ccc(C(C)=O)cc5)CC4)sc3nc2c1Cl,/,-4%[60.1 µM],14%,0%,3%,-5%,2%,-28%,-1%[59 µM]

# Following part:
SMILES,APEX1 inh,POLK inh,POLI inh,Pol eta inh,BLM inh,Pol beta inh,BAZ2B block,JMJD2A Tudor inh,G9a inh
Cc1ccccc1NC(=O)c1cccc(N2C(=O)C3C4CCC(C4)C3C2=O)c1 (stereo not given),-4%,1%,-6%,-5%,-1%,0%,-4%,-7%,1%
COc1ccccc1N1CCN(C(=O)c2ccc(S(=O)(=O)N3CCCCCC3)cc2)CC1,-9%,-10%,7%,-9%,-5%,0%,-26%,-24%,-3%[59 µM]
COC(=O)COc1ccc(S(=O)(=O)Nc2ccc(C(N)=O)cc2)cc1,1%,5%,1%,-5%,-2%,?,6%,-2%,10%[12.7 µM]
Cc1csc(NC(=O)CSc2nnc(-c3ccncc3)n2C)n1,1%,-1%,9%,-5%,-1%,21%,0%,-10%,-22%
O=C(c1cc(-c2ccncc2)nc2ccc(Br)cc12)N1CCN(c2ccccn2)CC1,-1%,-1%,14%,-12%,2%,29%,?,-32%,1%[59 µM]
CC(C)Cc1nnc(NC(=O)CCC(=O)N2CCN(c3ccccn3)CC2)s1,19%,-14%,20%,-7%,-3%,7%,11%,-4%,?
Cc1ccc(S(=O)(=O)Cn2nnnc2C(C(C)C)N2CCN(Cc3ccco3)CC2)cc1 (stereo not given),-1%,4%,26%,-15%,-5%,2%,-6%,-9%,7%
CCC(=O)Nc1cccc(NC(=O)c2ccc(C)cc2Cl)c1,3%,-7%,136%[activator],-16%,-16%,6%,-4%,-1%,/
COc1ccc(CSc2nnc(C)s2)cc1F,0%,9%,55%[activator],-9%,-1%,2%,-6%,1%,2%[59 µM]
O=C1c2cc(S(=O)(=O)NCCO)ccc2-c2ccc(S(=O)(=O)NCCO)cc21,-7%,-12%,28%,-8%,1%,-20%,-19%,-24%,-17%
Cc1ccccc1C(=O)Nc1c(C(=O)N2CCN(C)CC2)cnn1-c1ccccc1,/,-8%,27%,-14%,/,/,/,-10%,/
O=C(CSc1nnc(-c2ccccc2)n1Cc1ccccc1)N1CCCC1,-1%,10%,6%,7%,1%,2%,15%,-19%,-10%[59 µM]
CC1CCN(CCC(=O)N/N=C/c2ccc([N+](=O)[O-])cc2)CC1,-2%,1%,106%[activator],-15%,2%,32%,-19%,-16%,8%[59 µM]
COc1cccc2c1C1COC3C4CC(C(=O)O)C(C(C2)N13)N4C (stereo not given),/,-1%,15%,-17%,/,/,/,13µM*,/
CC(=C/c1ccc(C(C)C)cc1)/C=N/NC(=O)Cn1nc(C)cc1C,2%,-9%,9%,-14%,3%,-28%,-1%,7%,-1%[59 µM]
CC12C=CC3(O1)C(C(=O)N(c1ccccc1)C3C(=O)NC1CCCC1)C2C(N)=O (stereo not given),10%,-3%,-2%,3%,2%,-10%,-1%,-16%,-11%[59 µM]
O=C(O)C(C/C(=N/O)c1ccc(Br)cc1)P(=O)(c1ccccc1)c1ccccc1 (stereo not given),-4%,-3%,-4%,4%,-6%,-2%,-7%,?,23%[59 µM]
Cc1c(CCO)c(=O)[nH]n1S(=O)(=O)c1ccc([N+](=O)[O-])cc1,3%,-6%,30%,0%,2%,7%,16%,-17%,110%[activator]
CCOC(=O)c1c(C)nsc1NC(=O)c1ccco1,6%,-2%,45%[activator],0%,0%,16%,0%,0%,24%
Cc1nc2nc(SCC(=O)NC3CCCCC3)nn2c(C)c1Cc1ccccc1Cl,/,-9%,8%,3%,-2%,26%,-10%,-24%,?
S=c1sc2ccccc2n1CCc1ccncc1,14%,1%,44%[activator],-12%,/,/,-3%,-11%,3%[2.33 µM]
N#Cc1ccc(C(=O)Nc2ccccc2-c2nc3ccccc3s2)c(F)c1,/,-19%,-10%,-10%,-7%,1%,-11%,-9%,1%[59 µM]
COc1ccc(N(CC(=O)NC2CCCCCC2)S(=O)(=O)c2ccccc2)cc1Cl,-1%,-14%,10%,5%,-5%,5%,18%,1%,/
CC1CCCCC1NC(=O)/C(C#N)=C/c1ccc(F)c(F)c1 (stereo not given),-1%,-13%,-24%,-18%,-8%,9%,4%,-13%,-5%[59 µM]
Cc1c(C(=O)N2CCCCC2)c(S(=O)(=O)NCCc2ccccc2)c(C)n1C,5%,4%,13%,-6%,3%,1%,-25%,-12%,26%
Cc1cccc(NS(=O)(=O)c2ccc(C3CCCCC3)cc2)c1,-4%,-7%,1%,-16%,-12%,-1%,3%,20%,14%[59 µM]
COc1ccc(C2=Nn3c(nnc3-c3cc(C)[nH]n3)SC2)cc1,-1%,-10%,-5%[58.9 µM],1%,2%,-1%,-9%,-9%,-32%
Cc1ccc(C(=O)COC(=O)CCN2C(=O)C3C4CCC(C4)C3C2=O)cc1[N+](=O)[O-] (stereo not given),82%[activator],-8%,39%[activator],-3%,2%,19%,8%,-20%,4%

# Compound activity as filed in PubChem.
